Source: PubChem BioAssay (National Center for Advancing Translational Sciences (NCATS))
B2AR arrestin: recruits beta-arrestin to the human beta2-adrenergic receptor. Potency, µM (highest dose often 46.1 µM), for the others: at the highest dose activation, hits mostly activators. 0.02% of 330,000 active. beta-arrestin recruitment to beta2AR, cell-based reporter. AID 492947;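 also: potency is read from the fitted curve at half-maximal effect; 0% = DMSO controls and full agonism = EC100 isoproterenol or metaproterenol; nearly all actives have a fitted effect of over 65% in size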
ELG1 repair inh: blocks ELG1-dependent DNA repair in HEK293T cells. HEK293T ELG1-luciferase reporter, luminescence, 16 h; DNA damage induced by 5-fluorouridine. Potency, µM (top dose mostly 46.1 µM), for the others: at the top dose activity change, negative = inhibition, actives largely listed as inhibitors. 2.3% of 330,000 active. AID 504467; also: potency is read from the fitted curve at half-maximal effect; % is scaled to controls: 0 for no effect and ±100 for the full control effect; nearly all actives have a fitted effect of over 55% in size
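Quantitative HTS, concentration-response format. 2,000 cells/well co-treated with 5-fluorouridine and compound, 16 hr in 5% CO2 at 37 °C; ONE-Glo luminescence read after 30 min.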
Tb PFK inh: T. brucei PFK enzyme inhibition | Potency, µM (series often up to 57.5 µM), inactives show at the top dose activity, negative = inhibition, actives largely listed as inhibitors | 0.17% of 330,000 active | T. brucei PFK, ADP-Glo luminescence | O15648;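 also: potency is read from the fitted curve at half-maximal effect; 0% = uninhibited 1x PFK enzyme wells and -100% = no-enzyme wells; nearly all actives have a fitted effect of over 60% in size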
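In TEA buffer at pH 8.0 with 5 mM MgCl2, enzyme (1.25 nM) converted F6P (0.5 mM) and ATP (0.1 mM) for 45 min at room temperature. ADP product was read by luciferase luminescence.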
uPA surface inh: inhibitors of cell surface uPA generation; cell surface uPA generation assay, qHTS; Potency, µM (top dose mostly 38.3 µM), for the others: at the top dose activity change, negative = inhibition, actives largely listed as inhibitors; 0.31% of 330,000 active; active = well fitted inhibition curve with a large enough effect; inconclusive = small, poorly fitted or top-dose-only effect; inactive = no such curve, though single readings can be large or run the other way; tested in mouse RAW 264.7 cells; also: potency is read from the fitted curve at half-maximal effect; % is scaled to controls: 0 for no effect and ±100 for the full control effect; nearly all actives have a fitted effect of over 55% in size
USP2a inh: inhibitors of human ubiquitin-specific protease USP2a. O75604. USP2 core, Ub-CHOP2 coupled fluorogenic reporter, 485/531. Potency, µM (series often up to 38.3 µM), without a hit: at the top dose activity change, negative = inhibition, actives largely listed as inhibitors. 0.01% of 330,000 active;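 also: potency is read from the fitted curve at half-maximal effect; plate controls were DMSO wells for no effect and full inhibition by NEM control for full effect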
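Cell-free coupled assay: 10nM USP2 core preincubated 30min RT with compound in Tris-HCl pH 8.0/CaCl2/CHAPS buffer, then 25nM Ub-CHOP2 and 25nM reporter substrate; fluorescence (Ex 485/Em 531) read after 60min RT, normalized to NEM inhibition, concentration-response curves fitted.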
TSHR antag: antagonists of human thyroid stimulating hormone receptor. P16473. TSHR-expressing cells, TSH-stimulated cAMP HTRF, 2 h; stronger effect = lower value. activity change, negative = inhibition, % at 11.5 µM. 0.2% of 330,000 active. AID 504810;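 active = activity change below a set negative limit, meaning inhibition stronger than a set level, cut at about -70% in these data; inconclusive = activity change between two set negative limits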; also: % is scaled to controls: 0 for no effect and ±100 for the full control effect
Target sequence (P16473 whole entry, looked up): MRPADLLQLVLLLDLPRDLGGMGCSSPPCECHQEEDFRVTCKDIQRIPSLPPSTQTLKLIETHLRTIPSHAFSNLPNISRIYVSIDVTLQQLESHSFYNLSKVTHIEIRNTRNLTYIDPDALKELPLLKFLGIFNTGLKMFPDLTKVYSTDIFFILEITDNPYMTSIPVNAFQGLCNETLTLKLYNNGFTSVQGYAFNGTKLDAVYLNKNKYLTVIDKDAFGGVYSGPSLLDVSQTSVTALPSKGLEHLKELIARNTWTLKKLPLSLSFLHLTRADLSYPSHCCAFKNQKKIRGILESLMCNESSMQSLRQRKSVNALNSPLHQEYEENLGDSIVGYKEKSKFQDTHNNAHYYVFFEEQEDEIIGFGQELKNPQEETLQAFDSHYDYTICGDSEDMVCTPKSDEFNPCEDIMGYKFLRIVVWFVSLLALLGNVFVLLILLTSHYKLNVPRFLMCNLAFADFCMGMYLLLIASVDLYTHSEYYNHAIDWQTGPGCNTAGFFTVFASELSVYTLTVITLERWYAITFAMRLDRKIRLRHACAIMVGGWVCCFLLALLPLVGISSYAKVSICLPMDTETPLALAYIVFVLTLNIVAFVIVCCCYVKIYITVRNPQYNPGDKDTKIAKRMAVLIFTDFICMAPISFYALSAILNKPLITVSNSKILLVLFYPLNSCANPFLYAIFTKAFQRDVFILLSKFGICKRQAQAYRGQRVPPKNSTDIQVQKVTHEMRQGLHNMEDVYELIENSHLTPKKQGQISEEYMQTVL
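TSHR-expressing cells were treated with compounds, then stimulated with TSH at EC80 (4nM final) for 2 hours at 37 deg C. Cellular cAMP was measured by HTRF competition between lysate cAMP and cAMP-d2 for a cryptate-labelled anti-cAMP antibody.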
PTAP TSG101 blk: blocks PTAP/TSG101 interaction to inhibit HIV-1 budding; Q99816; Fluorescence polarization, FITC-PTAP peptide / Tsg101 binding; Potency, µM (top dose mostly 115 µM), for inactives: at the highest dose activity change, negative = inhibition, hits mostly inhibitors; 340,000 tested, under 10 active; active = well fitted inhibition curve with a large enough effect in the main read-out, with a control signal flat, not every such curve was filed as active; inconclusive = small, poorly fitted or top-dose-only effect, or effect the other way, or a change in a side signal; inactive = no such curve, though single readings can be large or run the other way; also: potency is read from the fitted curve at half-maximal effect; % of control where 0% means no effect
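FP read-out: FITC-PTAP peptide, 50 nM final, binding Tsg101 binding domain, 10 uM final; 20 min, r.t.; 10 mM HEPES pH 7.5, 0.15 M NaCl, 0.01% Tween 20, 3 mM EDTA, 0.1 mM TCEP.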
Eya2 inh: blocks the phosphatase activity of human Eya2; O00167; recombinant Eya2, OMFP fluorescence dephosphorylation (OMFP is methylfluorescein phosphate); Potency, µM (series often up to 76.9 µM), for inactives: top-dose activity, negative = inhibition, actives largely listed as inhibitors; 0.006% of 330,000 active; also: potency is read from the fitted curve at half-maximal effect; % is scaled to controls: 0 for no effect and ±100 for the full control effect
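Eya2 (0.2 uM) preincubated 10 min at ambient with compound, then OMFP substrate added at 50 uM; 10 min reaction in 50 mM HEPES pH 7.5, 50 mM NaCl, 5 uM MgCl2, 0.05% BSA, 1 mM DTT. Fluorescence read at Ex 485/Em 525 nm.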
Mito fusion act: blocks mitochondrial division or promotes mitochondrial fusion; S. cerevisiae fusion-defective mutant growth rescue, CellTiterGlo 48 h; Potency, µM (highest dose often 46.1 µM), without a hit: top-dose growth rescue (activation), usual class: activators; 0.23% of 320,000 active; AID 485298;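 also: potency is read from the fitted curve at half-maximal effect; % of control where 0% means no effect; nearly all actives have a fitted effect of over 45% in size; temperature-sensitive fusion mutants such as fzo1-1 at 37 °C on non-fermentable ethanol glycerol medium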
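Growth-rescue viability read-out: after 48 h at the non-permissive 37C in glycerol/ethanol YPEG, yeast mitochondrial fusion mutants are measured by CellTiterGlo luminescence; compounds (23 nl pinned per well) restoring growth score as division inhibitors or fusion activators.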
TCR activator: T cell receptor activation. Potency, µM (doses to about 9.22 µM), for the others: top-dose activation of IL-2 secretion, actives largely listed as activators. primary human leukocytes, anti-CD3, IL-2 HTRF, 48 h. 330,000 tested, under 10 active; also: % of control where 0% means no effect
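Human primary leukocytes + a-CD3 beads + cpd, 48 hr; IL-2 in supernatant by HTRF (ex 320nm / em 665nm). No co-stimulatory signal supplied.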
BCR signal inh: chronic active BCR signaling inhibition; 0.05% of 340,000 active; AID 493014; ABC-DLBCL IkBa-CBG/CBR reporter, luminescence ratio, 4 h; Potency, µM (top dose mostly 46.1 µM), for the others: at the top dose ratio change, negative = lower green/red ratio, hits mostly inhibitors; active = well fitted inhibition curve with a large enough effect in the signal ratio, with a control signal flat, not every such curve was filed as active; inconclusive = small, poorly fitted or top-dose-only effect, or effect the other way, or a change in a side signal; the % refers to the signal ratio;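 also: potency is read from the fitted curve at half-maximal effect; plate controls were basal doxycycline-induced cells for no effect and cells given 10 µM MG132 for full effect; MG132 reads +100%, hits lower the ratio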
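Doxycycline induced both beetle luciferases in TMD8 lymphoma cells; IKK-driven degradation limits the IkappaBalpha-fused green signal, while red luminescence normalises for cell number and nonspecific effects. Compounds tested up to 46 uM, 4 hrs.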
* hit, by the source's call; ? = inconclusive; · = not tested or not shown; [ ] = remark or other dose. Unless noted, calls follow the shape of the dose curve; as a rule, active = well fitted curve in the direction sought with a large enough effect; inconclusive = small, poorly fitted or top-dose-only effect, or another doubt; inactive = no such curve, though single readings can be large; an effect the other way counts as inactive or inconclusive. Compounds as they come. About 3% of those tested had a hit in this group.

SMILES	B2AR arrestin	ELG1 repair inh	Tb PFK inh	uPA surface inh	USP2a inh	TSHR antag	PTAP TSG101 blk	Eya2 inh	Mito fusion act	TCR activator	BCR signal inh
CCNc1nc(N2CCOCC2)nc(N(c2ccccc2)c2ccccc2)n1	0.3%	-1%	-1%	0%	1%	-2	-12%	6%	-1%	19%	3%
COCCN(C(=O)Nc1ccc(F)cc1F)c1nc2ccccc2s1	0.1%	?	0%	1%	2%	2	1%	-5%	-9%	1%	-1%
Cc1cccc(-n2c(SCC(=O)N(C)C3CCS(=O)(=O)C3)nc3ccccc3c2=O)c1C (stereo unspecified)	0.0%	7%	-6%	-12%	2%	-3	-10%	-9%	-6%	-2%	6%
Cc1cc(O)c(NC(=S)NC(=O)c2ccc(-c3ccc(Cl)cc3)o2)cc1C	-0.3%	-29%	4%	-1%	4%	-12	-5%	9%	8%	-12%	0%
COc1ccc2c(c1)C=C(CN1CCN(Cc3ccccc3C)C(CCO)C1)CO2 (stereo unspecified)	-1.9%	5%	0%	-2%	3%	-1	-3%	-3%	-4%	15%	-12%
Cc1nc2[nH]onc2c2nccc(=O)c12	-0.2%	-3%	0%	6%	1%	20	-9%	-38%	-4%	2%	3%
Cc1cccc(C2=NN(c3ccccc3)[C@H](CO)[C@H]2c2ccc(F)cc2)c1	3.1%	0%	3%	16%	-15%	-5	-5%	-10%	·	-6%[46.1 µM]	6%
Cc1ccc(Nc2nnc(SCc3nc4ccccc4c(=O)[nH]3)s2)cc1	-0.2%	-15%	1%	7%	0%	-4	0%	2%	0%	-12%	3%
CCOc1ccccc1NC(=S)NC1CC2CCC1C2 (stereo unspecified)	0.4%	?	0%	17%	0%	-2	-9%	-3%	-31%[inhibitor]	-11%	5%
CC12CCC(=O)N1C(C(=O)Nc1nc(-c3ccc(F)c(F)c3)cs1)CS2 (stereo unspecified)	-0.1%	-1%	0%	1%	-4%	1	1%	11%	2%	-9%	?
COCCn1c(SCc2ccc(F)cc2)nc2c1c(=O)[nH]c(=O)n2C	-0.5%	-2%	-8%	?	1%	0	-4%	-8%	-2%	3%	0%
COc1cccc(NC(=O)COC(=O)CNS(=O)(=O)c2c(F)cccc2F)c1	0.1%	21%	-4%	-4%	3%	11	-1%	2%	0%	-2%[46.1 µM]	-1%
CCn1c2ccccc2c2cc(NC(=O)C(C)Oc3ccccc3)ccc21 (stereo unspecified)	-0.7%	8%	3%	3%	2%	-29	-2%	2%	1%	-2%	?
O=[N+]([O-])c1ccc(N2CCOCC2)cc1N1CCCCC1	0.3%	4%	-3%	4%	2%	4	-3%	1%	3%	11%	-10%
COC(=O)C1C(=O)c2c([nH]c(C(=O)OC3CCCCC3)c2C)CC1C (stereo unspecified)	-0.4%	?	?	-21%	4%	-5	-4%	2%	1%	3%[46.1 µM]	9%
CNC(=S)N(C1=NCC(c2ccc([N+](=O)[O-])cc2)S1)c1ccccc1 (stereo unspecified)	-0.4%	19%	0%	4%	-8%	-2	-1%	3%	-15%	1%	?
C/C(CCC(C)C)=N\Nc1cc(C)c2ccccc2n1	0.0%	5%	-3%	3%	-1%	7	-1%	-3%	-10%	·	0%
O=C(C1=C[C@H](C2CC2)C[C@H](OCc2ccc(CO)cc2)O1)N1CCN(Cc2ccccc2)CC1	-0.7%	?	-4%	14%	0%	-7	·	-9%	-2%	3%	1%
CN(C)c1ccc(N=Nc2ccc(C(=O)O)cc2)cc1	-0.8%	?	?	-6%	-8%	11	0%	-3%	-25%	0%	?
CC(C)(C)c1ccc(C(=O)NCc2nnc(SCC(=O)NCC3CCCO3)o2)cc1 (stereo unspecified)	2.9%	14%	-10%	-3%	2%	-3	-2%	-1%	1%	6%	-1%
CCOC(=O)C1CCN(CCC(=O)Nc2ccc(Br)cc2)CC1	-0.1%	10%	-5%	2%	0%	5	-2%	7%	-4%	·	-4%
Cc1ccc(S(=O)(=O)Nc2ccncc2)c(C)c1N(C)S(=O)(=O)c1ccc(F)cc1	-0.2%	1%	0%	-2%	-2%	-3	-5%	3%	-3%	-6%[46.1 µM]	?
COc1ccc(CNC(=O)CS(=O)Cc2nc(-c3ccccc3C)oc2C)cc1 (stereo unspecified)	0.5%	-10%	4%	7%	-1%	0	-4%	3%	0%	6%	0%
O=C(NCc1ccccc1)c1nc[nH]c1C(=O)N1CCN(c2ccccc2)CC1	0.4%	8%	4%	13%	2%	-13	·	-8%	-6%	1%	-10%
COc1cc(-c2noc(-c3cccc(Cl)c3)n2)cc(OC)c1OC	-0.3%	13%	-1%	-1%	-4%	36	0%	25%	14%	2%	13%

Reprinted from the part before: 5 compounds, then new ones.
SMILES	B2AR arrestin	ELG1 repair inh	Tb PFK inh	uPA surface inh	USP2a inh	TSHR antag	PTAP TSG101 blk	Eya2 inh	Mito fusion act	TCR activator	BCR signal inh
CCOC(=O)C1CCN(CCC(=O)Nc2ccc(Br)cc2)CC1	-0.1%	10%	-5%	2%	0%	5	-2%	7%	-4%	·	-4%
Cc1ccc(S(=O)(=O)Nc2ccncc2)c(C)c1N(C)S(=O)(=O)c1ccc(F)cc1	-0.2%	1%	0%	-2%	-2%	-3	-5%	3%	-3%	-6%[46.1 µM]	?
COc1ccc(CNC(=O)CS(=O)Cc2nc(-c3ccccc3C)oc2C)cc1 (stereo unspecified)	0.5%	-10%	4%	7%	-1%	0	-4%	3%	0%	6%	0%
O=C(NCc1ccccc1)c1nc[nH]c1C(=O)N1CCN(c2ccccc2)CC1	0.4%	8%	4%	13%	2%	-13	·	-8%	-6%	1%	-10%
COc1cc(-c2noc(-c3cccc(Cl)c3)n2)cc(OC)c1OC	-0.3%	13%	-1%	-1%	-4%	36	0%	25%	14%	2%	13%
CC(=O)c1ccc(NC(=O)CO/N=C(\C)c2cccs2)cc1	-1.3%	-1%	-2%	1%	1%	-6	-3%	3%	-1%	5%[46.1 µM]	?
Cc1ccnc2c(N3C(=O)C4C5c6ccccc6C(c6ccccc65)C4C3=O)cccc12 (stereo unspecified)	3.6%	?	2%	-5%	-7%	-15	-5%	14%	8%	0%	?
N#CC1=C(N)Nc2ncnn2C1c1ccc(F)cc1 (stereo unspecified)	0.1%	20%	-6%	-3%	4%	-2	-5%	-9%	-3%	5%[46.1 µM]	?
COc1ccc(N2CCN(C(=O)CSc3nnc(-c4cccnc4)n3-c3ccccc3)CC2)cc1	0.1%	?	0%	-9%	4%	-14	-5%	15%	0%	3%	?
COCCn1c(Cc2ccccc2)nnc1SCC(=O)N1CCCC1=O	0.2%	10%	-2%	?	0%	16	-6%	25%	-3%	5%	1%
COCCN(C(=O)Nc1ccc(OC)cc1OC)C1CCN(C(C)C)CC1	-0.3%	-9%	-4%	5%	-2%	-1	-17%	4%	-2%	·	3%
CC(C)N(C(=O)CS(=O)(=O)c1ccc(Cl)c(Cl)c1)C(C)C	-0.3%	-15%	2%	6%	2%	-4	-3%	3%	1%	5%	0%
